# Source: PubChem BioAssay
# PMI act – phosphomannose isomerase (human) activation. purified human PMI, coupled resazurin fluorescence, 20 min; stronger effect = higher value; 1 = vehicle control, 0 substrate-free wells. activation factor at 20 µM. 190,000 tested, 0.005% active;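 active = activation factor of 2 or more at 20 µM, relative to plate controls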
# Target sequence (P34949 whole entry, looked up): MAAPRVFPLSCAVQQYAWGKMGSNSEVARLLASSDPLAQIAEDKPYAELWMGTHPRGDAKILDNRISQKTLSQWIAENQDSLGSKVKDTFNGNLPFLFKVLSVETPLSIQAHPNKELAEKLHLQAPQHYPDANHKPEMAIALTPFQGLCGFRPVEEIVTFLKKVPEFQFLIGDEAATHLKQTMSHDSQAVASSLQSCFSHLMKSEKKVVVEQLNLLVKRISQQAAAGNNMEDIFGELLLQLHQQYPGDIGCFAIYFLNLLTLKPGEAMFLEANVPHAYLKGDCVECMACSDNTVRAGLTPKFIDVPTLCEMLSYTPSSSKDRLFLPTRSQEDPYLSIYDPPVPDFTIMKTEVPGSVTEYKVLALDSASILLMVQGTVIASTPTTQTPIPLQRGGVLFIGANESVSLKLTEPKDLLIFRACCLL
# APP 5'UTR act – APP 5'UTR luciferase reporter activation. SH-SY5Y APP 5'UTR luciferase reporter, luminescence; zero percent = DMSO vehicle wells. activation, % at 2 µM. 190,000 tested, 1% active;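 active = activation above a set limit, based on mean plus 3 SD of controls, cut at about 140% in these data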; note: values of inactives mirror those of a sister screen read the other way
# TNAP inh hi DEA – TNAP (human) inhibition, high acceptor | P05186 | AID 1135 | inhibition, % at 20 µM | purified TNAP, CDP-star luminescence, 1 M DEA | 200,000 tested, 0.03% active;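 active = over 50% inhibition of tissue-nonspecific alkaline phosphatase at 20 µM in the single-dose screen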;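 note: plate controls were DMSO wells for no effect and EDTA-quenched wells as full inhibition for full effect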
# PMI act hi M6P – PMI (human) activation, high substrate | P34949 | coupled PMI enzyme assay, resazurin fluorescence, 20 min; stronger effect = higher value; 1 = untreated enzyme, 0 = substrate-free blank | activation factor at 20 µM | 190,000 tested, 0.34% active | AID 1216;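 active = activation factor of 2 or more at 20 µM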
#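 Test system: human phosphomannose isomerase with PGI, G6PDH, diaphorase coupling enzymes / Doses: 20 µM compound, 1% DMSO / Times: enzyme reaction with compound 20 min at room temperature / Measured by: Diaphorase-driven resazurin-to-resorufin fluorescence, excitation 544, emission 590 nm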
# TNAP inh noacc – TNAP (human) inhibition, acceptor-free conditions; purified TNAP, CDP-star luminescence, 30 min; inhibition, % at 20 µM; 200,000 tested, 0.26% active; AID 1012;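 active = tissue-nonspecific alkaline phosphatase inhibition above about 50% at 20 µM in the single-dose screen, limit read from the data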;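 note: 0% = DMSO negative control and 100% = EDTA positive control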
# FLuc act counter – affects firefly luciferase, flagging false hits in luciferase stimulation screens. ATPlite luciferase biochemical, luminescence, 10 min; 0 = ATP-free wells, 1 = DMSO control. activation factor at 10 µM. 200,000 tested, under 10 active. P08659;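 active = luciferase activation factor, scaled between plate controls, of at least 2 with compound at 10 µM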
# Target sequence (P08659 whole entry, looked up): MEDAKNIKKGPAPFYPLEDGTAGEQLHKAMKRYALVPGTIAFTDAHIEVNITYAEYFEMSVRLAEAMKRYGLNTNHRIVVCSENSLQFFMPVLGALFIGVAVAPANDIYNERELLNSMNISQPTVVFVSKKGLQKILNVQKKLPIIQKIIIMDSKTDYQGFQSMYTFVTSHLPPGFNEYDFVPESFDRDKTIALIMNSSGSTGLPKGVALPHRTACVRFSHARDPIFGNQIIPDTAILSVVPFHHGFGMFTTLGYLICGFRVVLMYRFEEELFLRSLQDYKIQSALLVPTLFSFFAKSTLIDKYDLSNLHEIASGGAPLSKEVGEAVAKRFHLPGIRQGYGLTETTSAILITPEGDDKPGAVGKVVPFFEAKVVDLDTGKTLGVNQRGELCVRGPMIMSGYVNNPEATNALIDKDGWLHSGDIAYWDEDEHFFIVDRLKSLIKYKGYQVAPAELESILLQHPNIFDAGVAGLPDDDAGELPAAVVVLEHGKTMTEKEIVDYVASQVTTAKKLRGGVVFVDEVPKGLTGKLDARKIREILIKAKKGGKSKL
#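 Material: Luciferase/luciferin reagent mix | Doses: Test compounds dosed from 2 mM stocks in 100% DMSO | Timing: 10 min incubation after luciferase reagent addition, room temperature | Measured by: Luminescence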
# TNAP act hiacc – activators of human TNAP at high phosphate acceptor concentration. purified TNAP, CDP-star luminescence, 1 M DEA, 30 min; stronger effect = higher value; 0 = EDTA background, 1 = DMSO-only activity. activation factor at 20 µM. 200,000 tested, under 10 active. AID 1136;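 active = activation factor at least 2 at 20 µM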
#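 Test system – human TNAP · Doses – 20 µM single point · Incubation – 30 min, room temperature · Signal – luminescent substrate turnover signal · Read-out basis – activation factor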
# bIAP activator – increases bovine intestinal alkaline phosphatase activity. activation factor at 20 µM. 200,000 tested, 0.17% active. purified bovine IAP, CDP-star luminescence, 30 min; stronger effect = higher value; fold of DMSO-control signal, blank-subtracted;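 active = activation factor of 2 or more at 20 µM, a signal rise over negative controls twice the positive control's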
# FLuc inh counter – Photinus pyralis luciferase inhibition counter-screen; ATPLite firefly luciferase biochemical luminescence, 10 min; AID 1006; inhibition, % at 10 µM; 200,000 tested, 1.5% active; P08659;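 active = inhibition above about 50% when tested at 10 µM, limit read from the data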
# NF-kB expr up – compounds increasing NF-kB expression in human neuronal cells | fold change at 12.5 µM | 190,000 tested, 1.6% active | NF-kB reporter expression; stronger effect = higher value; in the data active = fold change above about 3.3
# * hit, by the source's call; nt = no result given; & = joins results of further samples.
SMILES,PMI act,APP 5'UTR act,TNAP inh hi DEA,PMI act hi M6P,TNAP inh noacc,FLuc act counter,TNAP act hiacc,bIAP activator,FLuc inh counter,NF-kB expr up
O=C(Nc1nccs1)c1cccc(S(=O)(=O)N2CCCCC2)c1,1,-7.3,-4.3,1,-0.8,1.1,1,1,-7.3,1.03
CN(C)C(/C=C/Nc1ccc([N+](=O)[O-])cc1)=C(C#N)C#N,1,-0.2,2.2,1,-6.4,1,1,1.1,-4.7,1.2
CN1CCN(C(=O)c2ccccc2Nc2ccc(SC(F)F)cc2)CC1,1,-8.5,-1.0,0.9,-18.0,1,1,1.1,-4.3,0.95
NNC(=O)CNC(=O)c1ccc(F)cc1,1,-5.0,-0.5,1,19.1,1.1,1,0.7,-14.2,1.01
CCCCN(c1ccccc1)c1ncnc2nc[nH]c12,1,0.2,-3.9,1,-33.2,1,1,1.3,-1.7,0.59
Cc1n[nH]c(=S)n1-c1ccc(Cl)cc1,0.9,-5.2,1.2,1,5.2,1,1,0.9,-0.2,0.92
O=C(Nc1nnc(C2CC2)s1)c1cc([N+](=O)[O-])ccc1N1CCCCC1,1,-4.7,19.6,1,15.2,1,0.8,1,-2.5,1.39
O=C(NC(=S)Nc1ccc(N2CCOCC2)c(Cl)c1)c1sc2ccccc2c1Cl,0.8,26.2,7.4,0.9,8.3,1,0.9,0.6,1.9,1.38
Cc1ccc(S(=O)(=O)n2nc(OC(=O)c3c(-c4ccccc4Cl)noc3C)cc2N)cc1,0.9,-1.6,-4.1,0.9,-7.6,1,1,0.9,-3.8,0.87
O=C(Nc1nnc(Cc2ccc(Cl)cc2)s1)C1CCCO1 (configuration not stated),0.9,30.2,-3.8,1,-5.9,1,1,1,-2.2,1.25
COC(=O)c1cn(NC(=O)c2ccc(OC)c(OC)c2)c(=O)c2ccccc12,0.8,-0.7,-1.9,0.8,-5.2,1,1,0.9,0.0,1.11
CC(NCc1ccc(F)cc1)C(=O)NC1CCCCC1 (configuration not stated),1,-5.4,-2.4,1,-2.8,1.1,1,1.2,-8.3,1.16
COC(=O)CSc1nnc(-c2ccncc2)o1,1,0.5,0.8,1,-9.2,1,1,0.9,-3.6,1.37
CN=Cc1cc(-c2ccccc2)sc1O,0.9,31.1,0.3,1,-9.3,0.9,1,0.9,11.6,1.82
Cc1ccc(C(=O)N2CCN(c3ccccn3)CC2)cc1[N+](=O)[O-],1,8.4,1.0,1,-1.8,1.1,1,1,-6.9,1.1
COc1ccc(OC)c2sc(N3CCc4ccccc4C3)nc12,0.9,4.3,-5.5,0.8,-10.8,0.6,1.1,1.1,40.9,1.3
Cc1ccc2nc(NC(=O)C3CCCN(S(=O)(=O)c4cccnc4)C3)sc2c1 (configuration not stated),0.9,0.2,-0.8,0.9,-11.1,1,1,0.8,-1.8,0.93
O=C(CSc1n[nH]c(-c2ccc(S(=O)(=O)N3CCCCC3)cc2)n1)Nc1nccs1,1,-10.3,-3.1,1.1,-12.8,1,1,1.1,1.3,1.05
Cn1c(N)c(C(=O)c2ccc(F)cc2F)c(=O)n(C)c1=O,1,17.6,-1.4,1,-13.3,1,1,0.8,-4.7,0.99
O=C(COc1ccc([N+](=O)[O-])cc1)Nc1cc(C(=O)O)cc(C(=O)O)c1,1.2,21.7,-1.3,1.3,-3.6,1.1,1,1.1,-8.5,1.45
COc1ccc2ccccc2c1CN1CCN(Cc2ccccc2)CC1,1.1,17.9,-3.3,1.1,4.2,1.1,1,1,-9.7,1.5
Cc1cc2ccccn2c1C(=O)Nc1ccccc1,0.9,35.1,-5.7,1,-18.8,0.7,1.1,0.9,25.7,2.03
NC(=NCCc1ccccc1)NS(=O)(=O)c1ccc(F)cc1,1.1,-10.5,-2.6,1.1,-10.1,1,1,0.9,-3.9,1.5
Cc1cc(C(=O)N[C@@H](c2ccccc2)[C@]2(C)C[C@H]2[C@@H](C)C(=O)Nc2ccc3ccccc3c2)no1,0.9,-16.9,-3.2,0.8,-33.7,1,1,1.4,-2.1,0.93
Cc1cc(C)n2c3c(c(C#N)c2n1)CC(C)(C)OC3,1,-0.7,-6.2,1.1,-13.9,1,1.1,1.1,-1.0,1.23
CCn1c(SCC(=O)Nc2ccc(S(N)(=O)=O)cc2)nnc1-c1ccccc1OC,1,-2.5,-0.8,1.1,-7.6,1,1,1.1,-4.0,1.15
COc1ccc(N/N=C(/C#N)S(=O)(=O)C(C)(C)C)cc1,1.2,-37.2,-2.5,1.1,-16.7,1,1,1,-3.8,1.19
O=C(CSc1ncnc2[nH]ncc12)Nc1nc(-c2ccc(F)c(F)c2)cs1,0.9,-10.4,-7.0,0.9,-60.5,1.1,1.1,1.1,-8.2,0.93
COc1ccc(Cl)cc1NC(=O)CCNC(=O)OCc1ccccc1,1,5.8,-1.6,0.9,-1.3,1,1,1.3,2.1,1.03
Cc1ccc(S(=O)(=O)N(C)c2c(C)ccc(S(=O)(=O)NC(C)(C)C)c2C)cc1,0.9,4.8,-3.5,0.9,-4.0,1.1,1,0.9,-7.1,1.1

# Profiles, quoted from the list. Order of values: PMI act	APP 5'UTR act	TNAP inh hi DEA	PMI act hi M6P	TNAP inh noacc	FLuc act counter	TNAP act hiacc	bIAP activator	FLuc inh counter	NF-kB expr up
# Cn1c(N)c(C(=O)c2ccc(F)cc2F)c(=O)n(C)c1=O across the screens: 1	17.6	-1.4	1	-13.3	1	1	0.8	-4.7	0.99
# COc1ccc2ccccc2c1CN1CCN(Cc2ccccc2)CC1 across the screens: 1.1	17.9	-3.3	1.1	4.2	1.1	1	1	-9.7	1.5
# O=C(CSc1n[nH]c(-c2ccc(S(=O)(=O)N3CCCCC3)cc2)n1)Nc1nccs1 across the screens: 1	-10.3	-3.1	1.1	-12.8	1	1	1.1	1.3	1.05
# Cc1cc(C(=O)N[C@@H](c2ccccc2)[C@]2(C)C[C@H]2[C@@H](C)C(=O)Nc2ccc3ccccc3c2)no1 across the screens: 0.9	-16.9	-3.2	0.8	-33.7	1	1	1.4	-2.1	0.93
# CCn1c(SCC(=O)Nc2ccc(S(N)(=O)=O)cc2)nnc1-c1ccccc1OC across the screens: 1	-2.5	-0.8	1.1	-7.6	1	1	1.1	-4.0	1.15

# Next section
SMILES,PMI act,APP 5'UTR act,TNAP inh hi DEA,PMI act hi M6P,TNAP inh noacc,FLuc act counter,TNAP act hiacc,bIAP activator,FLuc inh counter,NF-kB expr up
CCC(CC)C(=O)N(CCc1ccc(OC)cc1)Cc1nc2ccccc2c(=O)[nH]1,1,2.2,-4.8,1,-2.6,1.1,1,1,-6.8,0.61
O=C(Cn1cnc2ccccc21)N/N=C/c1ccc([N+](=O)[O-])cc1,0.9,-11.4,2.1,0.9,-5.1,1,1,0.8,-2.7,0.84
COc1cccc(NC(=S)NNC(=O)c2c([N+](=O)[O-])c(C)nn2C)c1,1.2,13.4,-6.1,1,-10.8,1.1,1.1,1.5,-8.5,1.1
COC(=O)c1ccc(-n2c(C)cc(C(=O)COC(=O)CC3Sc4ccccc4NC3=O)c2C)cc1 (configuration not stated),1,18.8,1.2,1,-12.1,1.1,1,0.7,-7.5,0.75
CCc1ccccc1N1CC23C=CC(O2)C(C(=O)O)C3C1=O (configuration not stated),1,-0.3,-4.2,1,-19.0,1,1,0.9,-3.8,1.32
CN(Cc1cccs1)C(=O)COC(=O)CNC(N)=O,1,13.4,-2.8,0.9,-6.5,1,1,1,-4.7,1.09
CCn1cc(/C=N\NC(=O)Cc2ccc(Cl)cc2)cn1,1,-3.9,-0.2,1,-5.6,1,1,1,-1.0,1.3
OCCN1CCN(CC#CCn2c3ccccc3c3ccccc32)CC1,0.9,20.7,-3.3,0.9,-13.7,1.1,1,0.9,-7.1,1.03
CCOc1ccc(C2C(=O)N(C3CCCCC3)CC(=O)N2CC2CCCO2)cc1OC (configuration not stated),1.1,10.6,-5.0,1.1,-13.2,1.1,1.1,0.9,-9.6,1.27
O=C(NCc1ccccn1)C1CC(c2ccccc2Cl)=NO1 (configuration not stated),1,-2.1,-2.9,0.9,-3.5,1,1,1,0.7,1.11
Oc1ccc(Cl)cc1C=NCCc1ccccc1,1,10.5,-1.7,0.8,11.7,1,1,0.8,1.9,1.34
Cc1ccc(C(=O)Nc2nc(=O)[nH]s2)cc1,1.4&1.2,4.2&12.1,-6.9&0.0,1.2&1,-17.8&-2.8,0.7&0.7,1.1&1,0.9&1,34.9&28.8,1.25&1.18
CCOc1ccc(OCc2cccc(C(=O)N(CC)CC)c2)cc1,0.9,125.1,-4.1,0.9,-9.2,0.3,1,1,68.0*,1.96
COc1cc(C)c(NC(=S)Nc2cccc(Cl)c2C)cc1OC,0.8,7.8,5.9,0.8,3.3,1,0.9,0.9,1.6,0.9
O=C(c1cc(COc2ccc(F)cc2Cl)on1)N(Cc1ccncc1)CC1CCCO1 (configuration not stated),1,1.5,-8.6,1,-13.4,1,1.1,1,-2.7,nt
O=Cc1ccc(OC(=O)c2cc(Cl)nc3ccccc23)cc1,1,7.0,-2.7,1,-13.3,1,1,1,-0.5,1.11
CCOC(=O)c1cnc2c(-c3ccccc3)c(C)nn2c1N,0.9,-6.4,1.4,0.9,-14.8,0.9,1,0.9,14.4,1.43
CCCCOC(=O)c1ccc(NC(=O)C2CCCO2)cc1 (configuration not stated),1,25.7,-2.2,1,-0.8,1,1,0.9,-1.7,1.46
COc1ccc(NC(=O)COC(=O)c2ccco2)c([N+](=O)[O-])c1,1.1,14.8,2.6,1,4.5,1,1,1.2,4.9,1.12
COc1ccc(NC(=S)N2c3ccccc3CC2C)cc1OC (configuration not stated),0.8,4.9,-5.6,0.6,-7.7,0.9,1.1,1.3,5.0,0.87
COc1cccc(=O)c2c(C)n(CC(=O)c3ccccc3)c(C)c12,1.4,14.8,-1.0,0.8,7.5,1,1,1,-2.1,1.11
COc1ccc(CCNC(=O)C(=O)NCc2ccccc2)cc1OC,0.9,7.7,-1.7,0.9,-6.3,0.9,1,0.9,5.4,1.06
O=C1CCC(=O)N1OCCCOc1ccccc1,1,-19.6,0.2,1,-8.9,1,1,0.9,-1.0,1.03
CC(C)(C)SCCNC(=O)c1ccccc1,1,nt,-4.3,1,-13.7,1,1,0.9,0.1,1.83
CN1CCCN(C2C3CC4CC(C3)CC2C4)CC1 (configuration not stated),0.9,-9.0,-0.8,1,3.4,1.1,1,1,-6.8,1.22
CN1CC=C2C(C#N)=C(N)C(C#N)(C#N)C(CCc3ccccc3)C2C1 (configuration not stated),0.8,2.0,0.9,0.8,7.2,1,1,1.1,-3.3,0.99
O=C(Cc1cccc2ccccc12)Nc1ccc(-c2cc3ccccc3oc2=O)cc1,1,-33.9,-2.4,0.9,-15.8,1.1,1,0.9,-7.4,0.52
CC1(C)CC(N2CCCC2)=CC(=[N+]2CCCCCC2)C1,0.4,-2.3,-6.0,0.8,-0.7,1,1.1,1.3,-1.1,1.21
COc1ccc(CC/C(=N\O)C2(O)CCCCC2)cc1,1,-7.4,-9.2,0.9,-9.7,1.1,1.1,0.9,-5.7,0.92
CC(C)NC(=O)C12CC3CC(C1)CC(C(=O)NC(C)C)(C3)C2,0.9,3.2,-5.0,0.9,-5.0,1,1.1,1.2,-3.5,1
Brc1cnc(N2CCOCC2)nc1N1CCCCC1,1,1.4,1.3,1,-7.5,1.1,1,1,-6.8,0.99

# Outcome played no part in choosing rows; about 3.6% have a hit in one of these screens.
